S3 lipid droplet = qHTS Assay for Lipid Storage Modulators in Drosophila S3 Cells; AID 2685, 2010; Potency in µM for hits, for the others lipid storage change, negative = inhibition, % at the top dose, mostly 46.1 µM; Drosophila S3 cells, BODIPY lipid droplet fluorescence, 18-24 h; cells fed with added oleic acid; 320,000 compounds, 0.64% hits; active means well fitted inhibition curve with a large enough effect in the signal ratio, with a control signal flat, not every such curve was filed as active; inconclusive means small, poorly fitted or top-dose-only effect, or effect the other way, or a change in a side signal; the % refers to the signal ratio
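Drosophila S3 cells loaded with oleic acid (400 uM, as added) and compounds at several concentrations; lipid droplets imaged by 488-nm laser-scanning cytometry, 500–530 nm intensity and object ratio to cell channel. Percent activity normalized to 20 uM Triacsin C.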
S3 lipid droplet cell count max = recorded beside S3 lipid droplet, whose call it bears; cell number change, %; measured here: cell count max response;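 cells counted by Cell Tracker Red CMTPX staining in the red channel; peak over a dose series mostly up to 46.1 µM; percent activity relative to internal control wells on each plate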
Starred values were filed as active, the others as inactive; i = inactive; u = inconclusive; x = not tested or not shown. On the % scale 0 is the no-effect control and ±100 the full control effect; potency means the concentration at half of the fitted maximal effect.

Value order: S3 lipid droplet | S3 lipid droplet cell count max
CCOC(=O)C1CCN(c2nc(-c3ccccc3)nc3c2oc2ccccc23)CC1
 : i | -5
COc1ccc(CN2C(=O)c3ccccc3C2C(=O)NCC2CCCO2)c(OC)c1 (stereo not given)
 : u | x
Cc1c(C(=O)Nc2ccc3c(c2)OCCO3)sc2ncnc(N3CCCCC3C)c12 (stereo not given)
 : i | -1
C=CCOc1ccc2c(CC)cc(=O)oc2c1C
 : u | x
Cc1ccc(C2/C(=C(/O)c3cnn(-c4ccccc4)c3C)C(=O)C(=O)N2CCN2CCOCC2)o1 (stereo not given)
 : i | x
CCc1ccc(Nc2n[n+](-c3ccccc3)c(/C=C/c3ccccc3)s2)cc1
 : u | x
Cc1cc(S(=O)(=O)NCC(c2ccc3c(c2)OCO3)N2CCOCC2)ccc1F (stereo not given)
 : i | x
C/C(=N\NC(=O)Cn1ccc(C(F)(F)F)n1)c1ccc2c(c1)OCO2
 : u | x
CC(=O)NC(CC(=O)NC1CCCc2ccccc21)c1ccccc1 (stereo not given)
 : u | x
COc1cc(C2/C(=C(\O)c3ccc4c(c3)OCCO4)C(=O)C(=O)N2Cc2ccco2)cc(OC)c1OC (stereo not given)
 : u | x
Cc1ccc(O)c(NC(=O)CCCC(=O)O)c1
 : -14% | -8
COc1ccc(S(=O)(=O)Nc2ccc(F)c(F)c2)cc1C(=O)N1CCOCC1
 : 23% | -1
CC(NC(=O)CN(C)CC(=O)Nc1ccc(F)c(F)c1F)c1ccccc1 (stereo not given)
 : u | x
Brc1ccc(OCCCOc2cccc3cccnc23)cc1
 : u | x
Cc1ccc(-c2nnc(SCC(=O)N/N=C/c3c(C)nn(-c4ccccc4)c3C)n2-c2ccc(C)cc2)cc1
 : u | x
O=C(NNC(=O)C1CCCN(c2ncccn2)C1)c1ccc(F)cc1 (stereo not given)
 : -19% | -7
CC(=O)c1c(C)[nH]c(C(=O)NCCCN2CCCC2)c1C
 : 6% | 11
COc1ccc(C2N(c3cc(Cl)ccc3OC)C(=O)C3CCCN32)cc1OC (stereo not given)
 : u | x
Cc1ccc(C(=O)CSc2nnc(CNc3ccc(C)cc3C)n2Cc2ccco2)cc1
 : i | 16
N#Cc1ccc(Cl)cc1NC(=O)COC(=O)c1cccc(S(=O)(=O)N2CCOCC2)c1
 : u | x
CC(=O)c1c(C)nc(-c2ccc(Cl)cc2)nc1N
 : 3% | -7
O=C(CCC(=O)OCC(F)(F)C(F)F)Nc1ccc(Cl)cc1
 : -14% | -6
Cc1cccc(C2(c3cccc(C)c3)CC2C(=O)NCC2CCCO2)c1 (stereo not given)
 : 5% | 9
Cc1ccc(-c2ocnc2C(=O)N2CCOCC2)cc1
 : -2% | 7
O=C(CCN1C(=O)/C(=C/c2cccs2)SC1=S)Nc1ccccn1
 : u | x
O=C(COC(=O)C1Cc2ccccc2CN1C(=O)c1ccccc1Cl)Nc1ccc(N2CCOCC2)cc1 (stereo not given)
 : 9% | 5
O=[N+]([O-])c1cc([N+](=O)[O-])c2n[nH]c(-c3ccccc3)c2c1
 : 13% | 18
Cc1cccc(-c2nnc(SCC(=O)Nc3cccc(C(=O)N4CCOCC4)c3)n2C)c1
 : 2% | -1
COc1ccc(CNc2nc3ccccc3n2C)c(OC)c1
 : -7% | -4
CS(=O)(=O)Nc1ccc(C(=O)NCc2ccccn2)cc1
 : 8% | x
COc1ccc(C(=O)N2CCCC(C(N)=O)C2)cc1S(=O)(=O)N1CCOCC1 (stereo not given)
 : -2% | 10
COc1cc2[nH]c(=S)nc(NCc3ccccn3)c2cc1OC
 : u | x
Cc1ccc(N2C(=O)c3ccccc3C2(O)c2ncc[nH]2)cc1 (stereo not given)
 : u | x
CCOc1ccc(CCNC(=O)c2cccc(S(=O)(=O)N3CCOCC3)c2)cc1OCC
 : u | x
COCCOC(=O)C1=C(C)NC(=O)NC1c1cccs1 (stereo not given)
 : i | x
Cc1ccc2nc(NC(=O)CN3C(=O)C4CC=CCC4C3=O)sc2c1 (stereo not given)
 : u | x
CCn1c(SCC(=O)NC2CCCC2)nnc1-c1ccco1
 : u | x
O=C(N/N=C/c1ccc(N2CCOCC2)cc1)c1ccccc1OCCOc1ccccc1
 : u | x
CCCSc1nnc(CSc2nc3nc(C)cc(C)n3n2)o1
 : 11% | -11
O=C(CCn1ccc([N+](=O)[O-])n1)NC1CCCCCC1
 : -15% | 4
CCN(CC)CCn1c(C)nc2ccccc21
 : i | 28
O=C(CCNS(=O)(=O)c1ccc(Br)cc1)NCCc1ccc(Cl)cc1
 : i | -9
Cc1ccc(NC(=O)CCNS(=O)(=O)c2ccc3[nH]c(=O)oc3c2)cc1N(C)C
 : u | x
Cc1ccsc1C(=O)OCC(=O)Nc1cccc(F)c1
 : u | x
CC(Oc1ccc(Cl)cc1Cl)C(=O)NCCCn1ccnc1 (stereo not given)
 : u | x
Cc1ccc(-c2nnn(CC(=O)N(c3ccc(F)cc3)C(C(=O)NC3CCCC3)c3ccco3)n2)o1 (stereo not given)
 : 0% | 1
COc1ccc(O)c(CN2CCCC(N3CCN(c4ccc(F)cc4)CC3)C2)c1 (stereo not given)
 : 13% | -6
CC(C)OC(=O)C1C(=O)CC(C)(O)C(C(=O)OC(C)C)C1c1cccc(O)c1 (stereo not given)
 : u | x
O=C(Nc1cccc2ccccc12)C12CC3CC(C1)CC(n1cnc([N+](=O)[O-])n1)(C3)C2
 : i | x
COc1ccc(-c2csc3nc[nH]c(=O)c23)cc1
 : u | x
Cc1cc(SCC(=O)NN)c2cc(Br)ccc2n1
 : 18% | 2
COc1ccc(C(C#N)Nc2ccccc2OC)cc1 (stereo not given)
 : u | x
CCc1nc(SCC(=O)N2CCCCCC2)c2c(=O)n(C)c(=O)n(C)c2n1
 : u | x
COc1ccccc1C(=O)NC(=O)COC(=O)CCOc1cc(C)ccc1C
 : u | x
Cc1nn(C)c(C)c1CCC(=O)O
 : 11% | -10
CC1CCC2(CC1)NC(=O)N(CC(=O)N1CCN(C(=O)c3ccco3)CC1)C2=O (stereo not given)
 : u | x
O=C(NCCc1cnc[nH]1)c1cccs1
 : u | x
COc1ccc(-c2cc(C(=O)Nc3cc(C)on3)no2)cc1OC
 : 2% | 19
Cc1cc([N+](=O)[O-])ccc1NC(=O)CSc1nncn1-c1ccccn1
 : i | 10
O=C(COC(=O)c1ccccn1)Nc1ncc(C(F)(F)F)cc1Cl
 : 11% | -3

Four of these compounds, set out differently:
smiles: CCc1ccc(Nc2n[n+](-c3ccccc3)c(/C=C/c3ccccc3)s2)cc1
  S3 lipid droplet = u | S3 lipid droplet cell count max = x

smiles: Cc1cc(S(=O)(=O)NCC(c2ccc3c(c2)OCO3)N2CCOCC2)ccc1F (stereo not given)
  S3 lipid droplet = i | S3 lipid droplet cell count max = x

smiles: C/C(=N\NC(=O)Cn1ccc(C(F)(F)F)n1)c1ccc2c(c1)OCO2
  S3 lipid droplet = u | S3 lipid droplet cell count max = x

smiles: CC(=O)NC(CC(=O)NC1CCCc2ccccc21)c1ccccc1 (stereo not given)
  S3 lipid droplet = u | S3 lipid droplet cell count max = x

More structures
Value order: S3 lipid droplet | S3 lipid droplet cell count max
CCCCn1c(NCCN(C)C)nc2c1c(=O)[nH]c(=O)n2C
 : u | x
C/C(=N\NC(=O)c1c(Cl)c(C)nn1C)c1cccc(NC(=O)c2cccc(F)c2)c1
 : u | x
Cc1cc2cc(CN(Cc3ccco3)C(=O)NCc3ccccc3)c(=O)[nH]c2cc1C
 : u | x
COCCNC(=O)Nc1ccc2nc(-c3cccs3)c(-c3cccs3)nc2c1
 : u | x
O=C(NC1=NCCCCC1)c1cccc2ccccc12
 : u | x
CCc1n[nH]c(=S)n1/N=C/c1cc(Br)c(O)c(OC)c1
 : u | x
Cc1ccc(-c2nn3c(C)nnc3c3ccccc23)cc1S(=O)(=O)NCCO
 : u | x
Cc1ccc(NC2CCCN(C(=O)C3CCCC3)C2)cc1C (stereo not given)
 : u | x
COc1ccc(CNC(=O)c2cc(=O)c3cc(C)cc(C)c3o2)cc1
 : 13% | 24
O=C(CN(C(=O)C1CSC(=O)C1)c1ccccc1F)NCc1ccc2c(c1)OCO2 (stereo not given)
 : u | x
C#CCOCCOCCOCCNc1nc(N2CCOCC2)nc(N2CCN(C(=O)CCCCCCCCCCNC(=O)[C@H](CO)n3cc(CCCCCN)nn3)CC2)n1
 : u | x
CCCCN(CC)S(=O)(=O)c1ccc2c(c1)CCCN2C(C)=O
 : u | x
COc1ccsc1C(=O)NCCN1CCOCC1
 : -5% | x
Cc1ccc(/C(N)=N/OC(=O)Cc2cccs2)cc1
 : u | x
O=C(COc1ccc(S(=O)(=O)NC2CCCCC2)cc1Cl)N1CCN(c2ccccc2)CC1
 : u | x
COc1ccc(/C=C/c2ccccc2)cc1[C@H]1[C@@H]2C=CCC[C@@]2(C)C(=O)N1Cc1ccccc1
 : 2% | 1
O=c1oc2ccccc2c2oc3cc(O)c(O)cc3c12
 : u | x
O=C(CCCC1=NS(=O)(=O)c2ccccc2N1)N1CCN(c2ccccc2)CC1
 : u | x
CCOc1ccccc1N1CCN(C(=O)NC2CCCCC2)CC1
 : i | x
CCc1ccc(NC(=O)COC(=O)C2(c3ccc(Cl)cc3)CCCC2)cc1
 : u | x
CC(=O)c1ccc(N2CCN(C(=O)CCCn3c(=O)[nH]c4ccc(Br)cc4c3=O)CC2)cc1
 : u | x
Cc1cccc(N2C(=O)CC(N3CCN(c4ccc(Cl)cc4)CC3)C2=O)c1 (stereo not given)
 : u | x
CCC(NS(=O)(=O)c1ccc(C)cc1)C(=O)N1CCOCCOCCOCCOCC1 (stereo not given)
 : u | x
C/C=C/c1ccccc1OCc1ccc(C(=O)O)o1
 : u | x
CC(=O)C1=C(O)C(=O)N(c2ccc(C(=O)O)cc2)C1c1ccccc1 (stereo not given)
 : u | x
COc1cc(OC)cc(C(=O)N/N=C(\C)CC(=O)Nc2ccccn2)c1
 : 9% | -6
Cc1ccc(S(=O)(=O)NCC(=O)NCC2CCCCC2)cc1C
 : u | x
Cc1ccc2nc(-c3ccc4c(c3)OCCO4)cn2c1
 : 5% | 9
CC12CC3CC(C)(C1)CC(C(=O)N1CCN(C(=O)c4ccco4)CC1)(C3)C2
 : u | x
Cc1ccnc(NC(=O)c2sc3ccccc3c2Cl)c1
 : 15% | 15

The final 6 entries of the section before open the next one.
Value order: S3 lipid droplet | S3 lipid droplet cell count max
CC(=O)C1=C(O)C(=O)N(c2ccc(C(=O)O)cc2)C1c1ccccc1 (stereo not given)
 : u | x
COc1cc(OC)cc(C(=O)N/N=C(\C)CC(=O)Nc2ccccn2)c1
 : 9% | -6
Cc1ccc(S(=O)(=O)NCC(=O)NCC2CCCCC2)cc1C
 : u | x
Cc1ccc2nc(-c3ccc4c(c3)OCCO4)cn2c1
 : 5% | 9
CC12CC3CC(C)(C1)CC(C(=O)N1CCN(C(=O)c4ccco4)CC1)(C3)C2
 : u | x
Cc1ccnc(NC(=O)c2sc3ccccc3c2Cl)c1
 : 15% | 15
CC(NC(=O)C1=CC=CN2CCS(=O)(=O)N=C12)c1ccc(Cl)cc1Cl (stereo not given)
 : u | x
O=C(NCCNC(=O)c1ccc(Br)o1)c1cccnc1
 : u | x
CC(C)(C)NC(=O)NC(=O)CSc1ncccn1
 : u | x
O=C(NNC(=O)c1cccs1)c1ccccc1
 : u | x
CC(C(=O)Nc1ccc([N+](=O)[O-])cc1Cl)N1CCN(S(=O)(=O)c2cccs2)CC1 (stereo not given)
 : u | x
Cc1ccc(/C=N/NC(=O)Cn2cnc3c2c(=O)n(C)c(=O)n3C)s1
 : u | x
Cc1csc(Nc2ccccc2C(F)(F)F)n1
 : u | x
O=C(c1ccc(Cl)cc1)N(Cc1cccs1)C1CCS(=O)(=O)C1 (stereo not given)
 : u | x
O=C(NCC(c1ccco1)N1CCN(c2ccccc2F)CC1)c1cccs1 (stereo not given)
 : u | x
O=C(Nc1ccccc1)C1=C[C@H](c2ccc3c(c2)OCO3)C[C@H](OCc2ccc(CO)cc2)O1
 : 9% | 5
O=C(O)CCc1nn2cnc3sc4c(c3c2nc1=O)CCCC4
 : u | x
N#C/C(=N\Nc1ccc([N+](=O)[O-])cc1)C(N)=S
 : u | x
CCC(=O)N(Cc1cc2ccccc2[nH]c1=O)c1ccccc1OC
 : u | x
CN(CC(=O)Nc1ccccc1Cl)C(=O)CSc1nnc(N)s1
 : 16% | x
CN(C(=O)CN1C(=O)C2C3CC(C(Br)C3Br)C2C1=O)C1CCCCC1 (stereo not given)
 : u | x
O=C(Cn1nnc(-c2ccccc2)n1)OCc1csc(-c2ccccc2)n1
 : 9% | -1
CC(Sc1ncnc2sc(-c3ccccc3)cc12)C(N)=O (stereo not given)
 : 24% | x
CC1CCCC(C)N1CC(O)COCc1ccccc1F (stereo not given)
 : -15% | 2
COc1ccc(NC(=O)C2CCCC2)cc1S(=O)(=O)N1CCOCC1
 : 24% | 5
COc1ccc(/C=C(\NC(=O)c2cccs2)C(=O)N2CCOCC2)cc1OC
 : u | x
CCCNC(=S)N1CCC(c2nc3cc(C)c(C)cc3[nH]2)CC1
 : 0% | -1
N=C(N)c1ccc(Cl)cc1
 : u | x
Cc1cc(-c2ccccc2)n[nH]1
 : u | x
Cn1c(CBr)c(C(=O)c2ccc([N+](=O)[O-])cc2)c(=O)n(C)c1=O
 : 9% | 5
COc1ccc(-c2ccc(SCC(=O)NCC3CCCO3)nn2)cc1OC (stereo not given)
 : u | x

Compound activity: PubChem, National Center for Advancing Translational Sciences (NCATS)

Not all compounds are listed; rates above refer to the full screens.
